# Screening data as filed in PubChem.
# ER stress rescue: rescue of cells from ER stress-induced death, primary screen, 384-well, CSM14.1, thapsigargin, ATP luminescence (AID 1222) | CSM14.1 thapsigargin-induced death rescue, ATP luminescence; higher % means a stronger effect | cellular ATP content (survival), % at 20 µM; hits with a dose series show EC50 in µM | 190,000 tested, under 10 active;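 active means EC50 below 50 µM in the dose-response confirmation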;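 further: death triggered by thapsigargin at about 15 µM added after 2 h compound pretreatment; cell ATP read after overnight thapsigargin exposure of roughly 18 to 22 hours; normalized against plate controls of thapsigargin alone and 5% DMSO vehicle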
# b-catenin transl: modulators of beta-catenin nuclear translocation, primary screen, imaging, HeLa cells, immunofluorescence, high-content. hit rate 0.3% among 190,000. nuclear translocation activity, % at 5 µM. AID 1665, 2009;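 active means nuclear translocation activity above 50% at 5 µM, with a well cell count of 50 or more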;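 further: per-cell ratio of nuclear to cytoplasmic median beta-catenin stain intensity; plate controls were DMSO negative control for no effect and GSK-3 inhibitor IX positive control for full effect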
#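 Assay system: human HeLa cells, native beta-catenin; doses: 5 µM primary, 0.02–20 µM confirmation; incubation: compound treatment 24 h, 37°C, 5% CO2; technique: fluorescence imaging of beta-catenin antibody stain plus DAPI; measure: % activation, nuclear-to-cytoplasmic median beta-catenin signal ratio per cell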
# Autophagy mod: autophagy modulators in MEF cells, primary screen, imaging, high-content, MEF GFP-LC3; MEF GFP-LC3 puncta imaging; test concentration mostly 10 µM; calls only at 10 µM (by protocol); hit rate 0.98% among 190,000;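 active means percentage of spot-positive cells more than 3 SD above its plate mean, without a fluorescence outlier flag or 80% toxicity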;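 further: spot-positive cell cutoff set from DMSO-treated cells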
# Ins promoter up: insulin promoter activators in MIN6 cells, imaging, high-content screening, mouse beta cells. MIN6 insulin promoter-GFP reporter; active compounds read high. z-score at 5 µM. hit rate 0.3% among 190,000;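 active means z-score above 3 at 5 µM with at least 500 cells counted in the well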
# MT stabilizer: microtubule stabilizers in HeLa cells, primary screen, imaging, high-content imaging; HeLa tubulin immunostaining HCS, 24 h; share of cells brighter than vehicle mean+2SD; % tubulin-high responders, % at 10 µM; hit rate 0.83% among 200,000; AID 2205, 2009;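 active means plate Z-score above 3 for both tubulin-high and condensed-nucleus cell shares, with cell loss under 80%, at 10 µM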;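 further: anti alpha tubulin signal scored within the nucleus-defined area of each cell; some results filed as inactive read as strong as hits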
# Dynein transport: inhibitors of GR-EGFP nuclear translocation, primary screen, dynein cargo transport inhibitor project, imaging, high-content, 3617.4 mouse cells; AID 1381, 2008; z-score, hits read low; hit rate 0.47% among 220,000; test concentration mostly 20 µM; stimulated with dexamethasone, 1 µM; active compounds read low;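 active means plate z-score of nuclear minus cytoplasmic receptor signal below a set negative limit, without overly bright fluorescence or cell loss, cut at about -3.5 in these data, passing the limit was not always enough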;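 further: z-score of nuclear minus cytoplasmic ring GR-EGFP intensity difference per well; some compounds called inactive have numbers as strong as hits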
#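 medium = tetracycline-free induction medium containing charcoal-stripped FBS | probe or stimulus = dexamethasone, 1.0 µM final | timing = 48 h induction, then 1 h compound, then 30 min agonist, 37 °C | detection = automated 10x imaging of fixed Hoechst-stained cells | read-out basis = nuclear versus cytoplasmic GR-EGFP signal, averaged per well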
# Salmonella PhoP GFP: inhibitors of PhoP regulon expression, primary screen, Salmonella Typhimurium, GFP reporter (AID 1863); S. Typhimurium PhoP-regulated promoter GFP reporter, 4 h; higher % means a stronger effect; inhibition, % at 50 µM; hits with a dose series show IC50 in µM; hit rate 0.16% among 300,000;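 active means inhibition over 29.93%, a cutoff 3 SD above the screen mean, later confirmed by dose response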;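 further: 0% = low Mg2+ inducing control and 100% = high Mg2+ repressing control; strong numbers were not always called active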
# Lipid droplet: inhibitors of hepatocyte lipid droplet formation, primary screen, imaging, high-throughput imaging, BODIPY stain; hit rate 0.4% among 240,000; AML12 mouse hepatocytes, oleate lipid droplets; inhibition, % at 6.5 µM;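 active means lipid droplet intensity inhibited by at least 50%, with more than 500 cells counted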
#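 Material: mouse AML12 hepatocyte cell line, fixed after treatment; Timing: compound with oleate, overnight; Technique: high-content imaging of BODIPY-stained droplets and DAPI nuclei; Probe or stimulus: oleate, 100 µM final; Dosing: compound at 6.5 µM only.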
# T cell HTS: modulators of CD8 T cell-vesicle binding, primary screen, mouse 2C CD8+ T cells, flow cytometry; 2C CD8+ T cell-vesicle binding; active compounds read low; calls only at 7 µM; hit rate 0.068% among 330,000; AID 2052, 2009;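 active means response, share of CD8 T cells binding vesicles, and their 90th percentile fluorescence all below set limits, cut at about 80% in these data, passing the limit was not always enough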
#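 Assay system: 2C TCR transgenic mouse naive CD8+ T cells, MACS-purified | Read-out: CD8+ gate FL2 mean fluorescence as % of same-row positive control | Signal: High-throughput flow cytometry with anti-B7-1 and anti-CD8 staining | Timing: Binding step 1.5 h, 37 °C, antibody labelling 20 min, ice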
# Dynein transport cytoplasmic EGFP: also measured in Dynein transport; calls as there; z-score; measured here: cytoplasmic GR-EGFP intensity; active compounds read high
# Dynein transport nuclear GR-EGFP: second read-out of Dynein transport, no call of its own (marks repeat the call); z-score; measured here: nuclear GR-EGFP intensity;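 lower value marks the stronger effect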
# Dynein transport cell count: also measured in Dynein transport; calls as there; z-score; measured here: cell count per field
# Ins promoter up cell count: further read-out of Ins promoter up, marked with its call; cell count; measured here: cytotoxicity, nuclei count;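 total cells summed across four imaged fields per well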
# Lipid droplet cells 6.5 µM: recorded beside Lipid droplet, whose call it bears; cell count; measured here: cell count, cytotoxicity flag;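 cells counted across two imaged fields per well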
# b-catenin transl cell count 5 µM: recorded beside b-catenin transl, whose call it bears; cell count; measured here: cell count, cytotoxicity flag
# T cell HTS vesicle-bound %: further read-out of T cell HTS, marked with its call; double positive events, %; measured here: CD8+ vesicle-bound cell fraction;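 binding gate set so that unloaded-vesicle control wells show 10% double positive cells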
# MT stabilizer Hoechst-high %: second read-out of MT stabilizer, no call of its own (marks repeat the call); % Hoechst-high responders; measured here: nuclear condensation Hoechst responders;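 share of cells brighter than vehicle mean plus two SD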
# MT stabilizer cytotoxicity %: recorded beside MT stabilizer, whose call it bears; toxicity, %; measured here: cytotoxicity by cell density;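 0% = mean cell density of plate MIN control wells and 100% = no cells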
# Autophagy mod cell loss 18 h: also measured in Autophagy mod; calls as there; toxicity, %; measured here: cell loss, nuclei count;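 cell loss after 18 h compound exposure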
# The depositor's hits bear a star; i = inactive; . = not tested or not shown; + = active, no number. Outcome played no part in choosing rows (roughly 3% active in at least one column).
SMILES,ER stress rescue,b-catenin transl,b-catenin transl cell count 5 µM,Autophagy mod,Autophagy mod cell loss 18 h,Ins promoter up,Ins promoter up cell count,MT stabilizer,MT stabilizer Hoechst-high %,MT stabilizer cytotoxicity %,Dynein transport,Dynein transport cytoplasmic EGFP,Dynein transport nuclear GR-EGFP,Dynein transport cell count,Salmonella PhoP GFP,Lipid droplet,Lipid droplet cells 6.5 µM,T cell HTS,T cell HTS vesicle-bound %
O=C(c1cccc(F)c1)N1CCN(S(=O)(=O)c2ccccc2)CC1,-1.4%,-1.1,1089,i,-17.7,0.84,946,4.0,2.3,4.1,-0.352,-0.21,0.102,0.183,0.2%,.,.,i,52.2
CCN(CC)S(=O)(=O)c1ccc(OCC(=O)NCc2ccccc2)cc1,-2.5%,-1.2,795,i,7.8,-0.38,897,2.6,2.1,10.1,-0.586,-0.199,-0.123,0.74,7.9%,.,.,i,18.9
O=C(NC1CC2CCCC(C1)N2S(=O)(=O)c1ccccc1)C1CCCCC1 (stereo unspecified),5.0%,.,.,i,-0.4,.,.,3.7,2.5,4.3,0.956,-0.277,-0.488,-0.803,15.1%,.,.,i,19.5
COc1ccccc1C(CC(=O)Nc1nccs1)c1ccco1 (stereo unspecified),3.7%,-1.6,1133,i,2.5,0.1,1329,3.7,2.2,5.2,-0.0673,-0.363,0.418,0.199,0.7%,.,.,i,28.3
N#CC(C(=O)NCc1ccccc1)c1nc2ccccc2nc1N1CCCC1 (stereo unspecified),-0.5%,-0.9,858,+,6.9*,1.66,1478,3.4,2.3,15.0,1.8,2.09,1.44,-0.618,7.5%,.,.,i,36.2
C[C@@H]1CCC[C@@]2(O[C@H](CCO)C[C@@H](O)[C@@H]2O)O1,-5.0%,.,.,i,-49.0,0,1247,3.7,4.0,3.2,0.0362,-0.232,0.454,0.0581,3.9%,10.9,754,.,.
CC(CCc1ccccc1)NC(=O)c1ccc(NC(=O)c2ccccc2)cc1 (stereo unspecified),6.6%,-2.4,1149,i,4.9,-0.07,1575,7.6,2.8,1.4,0.202,0.146,-0.0285,-1.09,6.5%,22.8,688,i,44.2
CC(=Nc1ccccc1)C1=C(O)CSC1=O,3.8%,-5.6,1201,i,-42.6,-0.32,931,3.8,2.4,8.2,-0.238,0.0426,-0.279,1.29,-7.0%,5.6,750,i,41.1
Cc1cccc(C(=O)Nc2onc(C)c2C#N)c1,0.2%,.,.,i,-8.5,.,.,0.9,1.8,8.6,-0.507,-0.218,-0.548,1.27,-14.5%,.,.,i,25.8
CCOC(=O)C1=C(C)N=c2s/c(=C/c3ccccc3)c(=O)n2C1c1ccc(OC)c(OC)c1 (stereo unspecified),-0.7%,3.2,1354,i,-1.9,-0.28,1000,1.5,1.3,9.5,-0.282,-0.141,-0.363,0.272,-18.3%,.,.,i,53.5
O=C(CSc1ccc(Cl)cc1)Nc1ccc(N2CCN(C(=O)c3ccc(Cl)cc3)CC2)cc1,2.6%,0.0,1332,i,2.2,-0.2,1562,0.4,1.8,5.9,-0.797,-0.111,-0.566,1.74,-3.1%,.,.,i,9.7
COC(=O)c1cn[nH]c1NC(=S)Nc1ccc(C)cc1Cl,-5.5%,-2.8,852,i,-1.9,0.77,1230,2.4,1.6,13.4,-0.568,-0.158,-0.159,0.479,1.4%,.,.,i,57.1
CCOC(=O)N1CCN(C(=O)CSc2ccc(-c3ccccc3OC)nn2)CC1,.,-1.8,1076,i,22.3,-0.06,1254,6.1,1.7,7.6,-0.488,-0.278,-0.132,0.512,-3.1%,1.6,676,i,16.6
C=CCc1ccc(OCc2ccc(C(=O)OC)o2)c(OC)c1,-2.6%,-3.6,1227,i,3.8,0.12,939,1.9,2.0,7.3,-0.568,-0.27,-0.362,0.665,-8.8%,-16.5,747,i,43.4
COc1cccc(CC2(CO)CCN(C(=O)NC3CCCCC3)CC2)c1,3.7%,-0.8,1070,i,15.5,0.33,1431,2.6,1.5,1.2,-0.452,-0.315,-0.411,0.295,6.2%,-2.7,757,i,57.4
CCC(Sc1nc(-c2cccc(OC)c2)c(C#N)c(=O)[nH]1)C(=O)Nc1nnc(C(C)C)s1 (stereo unspecified),0.9%,-0.8,992,i,-19.5,.,.,2.1,1.7,2.7,-0.52,-0.277,-0.0672,-0.0198,5.1%,-36.8,761,i,50.8
Cc1noc(C(=O)Nc2sc3c(c2C#N)CCC3)c1Cl,-2.0%,-1.8,1114,i,10.0,1.01,930,6.9,3.4,4.0,3.03,-0.000283,2.1,-0.964,-9.6%,.,.,i,44.2
CC(=O)Oc1ccc(N2C(=O)CC(N3CCOCC3)C2=O)cc1 (stereo unspecified),-0.4%,-0.9,1137,i,15.0,-0.08,1314,2.5,1.1,5.8,-0.229,-0.293,0.471,-0.0547,0.0%,.,.,i,53.8
FC(F)(F)c1cc(-c2ccc3c(c2)OCO3)nc(NCc2ccco2)n1,1.3%,-1.9,1441,i,-16.4,-1.2,1495,2.2,2.4,16.1,-0.537,-0.251,-0.315,1.22,-1.4%,.,.,i,22.0
O=C1OCCC1Sc1nc2ccccc2s1 (stereo unspecified),-2.4%,-0.4,1024,i,-3.1,-0.49,1284,3.0,1.9,9.7,-0.615,-0.123,0.0237,-0.395,11.3%,6.2,759,i,46.7
COc1ccc(NS(=O)(=O)c2ccc(N3CCOCC3)c(NC(=O)C(C)C)c2)cc1,-0.1%,-2.4,946,i,10.7,.,.,4.9,1.5,6.1,-0.168,-0.33,0.235,0.416,10.3%,7.9,659,i,25.0
Cc1nc2cc(NC(=O)CSc3nc4c(C)cccc4cc3C#N)ccc2s1,-0.9%,-0.4,1417,i,-26.7,0.24,1502,7.9,2.9,2.2,0.0141,0.217,0.803,0.0891,-1.3%,.,.,i,38.5
Cc1ncsc1CCC(=O)N1CCCC(C(=O)c2ccc3c(c2)OCO3)C1 (stereo unspecified),-1.1%,0.7,1464,i,2.0,-0.82,1353,7.2,0.8,8.7,0.775,-0.268,0.00235,-0.277,6.2%,-1.1,691,i,43.6
CCC(C)NC(=O)C1c2ccccc2C(=O)N1Cc1ccc(OC)cc1OC (stereo unspecified),-0.5%,.,.,i,0.9,-0.62,844,2.1,2.2,7.9,0.42,-0.19,0.0628,0.824,4.3%,-12.0,716,i,36.8
Cc1nc(NC(=O)CSc2nncs2)c(Cl)cc1Cl,.,2.2,1183,.,.,-0.86,1114,.,.,.,-0.00968,-0.21,-0.104,0.237,-0.5%,12.7,701,i,35.5
Cc1cc(C)c2nc(C)cc(Nc3ccc(C(=O)NCCO)cc3)c2c1,.,-0.2,1139,.,.,-0.15,1338,.,.,.,0.0363,-0.242,0.0625,-0.239,-8.6%,-3.8,663,i,48.6
CCc1nnc(NC(=O)CN2C(=O)c3ccccc3S2(=O)=O)s1,6.7%,3.4,1230,i,8.8,-0.03,1242,2.3,2.3,5.2,1.97,-0.27,0.982,0.0253,-11.4%,-0.7,760,i,64.3
O=C(c1ccc(Cn2cc(Cl)cn2)cc1)N1CCN(c2ccccc2)CC1,-1.2%,1.9,1231,i,-1.6,-0.61,1175,6.6,3.4,4.8,-0.604,-0.251,-0.584,0.391,-2.2%,-5.6,703,i,40.4
CCOc1ccc(C(C)=O)cc1COc1ccc(-n2cnnn2)cc1,3.9%,-4.6,1230,i,-11.2,.,.,2.2,3.1,5.1,0.538,-0.213,0.647,0.209,-1.6%,4.9,721,i,40.0
CCOc1cc(CNCCCN2CCOCC2)ccc1OCC(=O)Nc1cccc2ccccc12,-0.4%,-0.2,1005,i,12.3,0.13,770,3.1,2.5,8.8,0.0265,-0.374,-0.128,-0.103,4.0%,.,.,i,51.8
COc1ccc(/C=C(\NC(=O)c2ccccc2)C(=O)NCCC(=O)O)cc1,2.7%,0.9,1508,i,-2.3,-0.06,1486,2.7,1.1,9.1,0.301,-0.316,-0.195,0.496,5.0%,-28.4,722,i,9.8
Cc1ccccc1NC(=O)Cc1nc(CSc2nnc(C3CCCCC3)n2N)cs1,1.0%,-5.6,921,i,-52.4,-0.73,1040,2.7,2.0,10.9,2.28,3.15,2.57,-1.35,-9.2%,.,.,i,26.9
CC(=O)c1c(OC(=O)c2ccccc2)c2ccccc2n1C,3.6%,0.7,1368,i,10.0,0.61,1622,2.8,1.4,3.0,0.266,-0.187,0.531,-0.449,13.9%,.,.,i,43.1
